TRPM1 prom inh: MITF TRPM1 promoter inhibition in SK-MEL-5 cells. SK-MEL-5 TRPM1 promoter luciferase, 24 h. inhibition, % at 12.5 µM. actives 0.83% (n = 330,000). AID 488899;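 active = mean inhibition across replicates of 60% or more, whatever share of single replicates reaches that level; inconclusive = some that reach 60%, reason not given; inactive = mean inhibition across replicates below 60%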; note: values of inactives mirror those of a sister screen read the other way
CaV13 ICDI inh: Primary screen for inhibitors of IQ motif and Ca2+-dependent inactivation inhibitor domain binding in CACNA1D, Förster resonance energy transfer in living cells, …; inhibition, % at 12.3 µM; AID 743397; actives 0.098% (n = 340,000); HEK cells, CFP/YFP FRET ICDI-IQ, plate reader, 10 min; percent FRET-ratio fall versus neutral wells;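 active = mean replicate inhibition of at least 30% and at least 1% of replicates passing that level; inconclusive = only one of the two criteria is met; inactive = neither criterion is met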;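 note: 0% = median of the neutral control wells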
Exocytosis inh: lytic granule exocytosis inhibition; TALL-104 LAMP-1 surface exposure, flow cytometry; cells stimulated with thapsigargin and PMA; actives 0.66% (n = 360,000); inhibition, % at 10 µM;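 active = inhibition above about 55%, limit read from the data; inconclusive = no clear call, values can overlap the other calls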
PDI turbidity: inhibitors of human protein disulfide isomerase | PDI insulin aggregation turbidity, A650, 90 min | actives 0.052% (n = 350,000) | P07237 | inhibition, % at 10 µM;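 active = mean inhibition across replicates of 30% or more, whatever share of single replicates reach that level; inconclusive = mean inhibition below 30% while every single replicate reaches 30%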;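 note: absorbance from insulin aggregation driven by PDI reduction with DTT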
Target sequence (P07237 whole entry, looked up): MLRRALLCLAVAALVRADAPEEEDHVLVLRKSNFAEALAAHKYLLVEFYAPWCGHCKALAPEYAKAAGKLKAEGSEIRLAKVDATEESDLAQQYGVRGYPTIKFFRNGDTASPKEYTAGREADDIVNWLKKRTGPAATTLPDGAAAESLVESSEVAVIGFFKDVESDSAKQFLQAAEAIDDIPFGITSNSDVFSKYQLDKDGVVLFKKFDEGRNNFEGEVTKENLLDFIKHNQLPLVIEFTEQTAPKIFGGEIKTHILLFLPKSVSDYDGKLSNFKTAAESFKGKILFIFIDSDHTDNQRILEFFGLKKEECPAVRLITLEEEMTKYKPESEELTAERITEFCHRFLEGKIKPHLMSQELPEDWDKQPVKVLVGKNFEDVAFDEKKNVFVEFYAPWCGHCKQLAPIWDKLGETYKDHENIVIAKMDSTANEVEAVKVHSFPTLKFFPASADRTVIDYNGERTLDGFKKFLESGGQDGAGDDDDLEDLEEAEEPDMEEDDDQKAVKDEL
hiPSC survival: hiPSC single-cell survival enhancement; actives 0.044% (n = 360,000); ATPlite luminescence; 100% = ROCK inhibitor wells, 0% = DMSO; AID 602274; survival enhancement, % at 20 µM; in the data active = survival enhancement above about 18%;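 note: cells exposed to compounds for 16 hours before the ATP read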
Peg3 promoter: inhibitors of Peg3 promoter | HeLa PEG-Prom luciferase reporter, luminescence, overnight | inhibition, % at 20 µM | actives 1.7% (n = 360,000);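 active = inhibition of at least 50% at 20 µM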
NR2E3 ag-1: agonists of human NR2E3 nuclear receptor; AID 602229; actives 0.35% (n = 360,000); Q9Y5X4; inhibition of corepressor binding, % at 3.98 µM; CHO-S Gal4-NCOR/VP16-NR2E3 two-hybrid, luciferase;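 active = inhibition above the mean of all tested compounds plus 3 SD, cut at about 70% in these data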;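 note: 0% = DMSO with NR2E3 transfected cells and 100% = cells lacking NR2E3 construct; higher means lower luciferase signal from less NR2E3 corepressor binding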
Target sequence (Q9Y5X4 whole entry, looked up, the tested form may be a part): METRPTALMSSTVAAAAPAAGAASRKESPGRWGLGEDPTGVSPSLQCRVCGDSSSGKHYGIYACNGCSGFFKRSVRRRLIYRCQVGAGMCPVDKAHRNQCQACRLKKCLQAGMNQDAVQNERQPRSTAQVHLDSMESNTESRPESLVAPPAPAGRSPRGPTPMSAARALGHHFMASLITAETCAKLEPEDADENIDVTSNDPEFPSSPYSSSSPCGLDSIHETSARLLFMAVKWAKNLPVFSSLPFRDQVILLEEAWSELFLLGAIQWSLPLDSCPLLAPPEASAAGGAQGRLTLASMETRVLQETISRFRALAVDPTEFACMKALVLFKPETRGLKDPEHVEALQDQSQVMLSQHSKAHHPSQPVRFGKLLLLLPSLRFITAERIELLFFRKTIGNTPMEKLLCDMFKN
NR2E3 ag-2: activates human photoreceptor nuclear receptor NR2E3; actives 0.12% (n = 320,000); Q9Y5X4; inhibition of corepressor binding, % at 4.78 µM; GST-NR2E3/biotin-RetCOR TR-FRET, 1536-well; AID 2300;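 active = percent inhibition above the cutoff of mean plus 3 SD of all tested compounds, set per screening campaign, cut at about 20% in these data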;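 note: 0% = DMSO wells and 100% = biotin wells as full block of FRET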
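Material: NR2E3–RetCOR corepressor complex | Quantity: 1.35 nM GST-tagged NR2E3 final | Schedule: 5 h at 4 °C | Replication: Singlicate compound wells | Reagent: RetCOR corepressor, biotinylated, 7 nM | Controls: Biotin wells as high control, 0.6% DMSO wells as low control | Signal: TR-FRET, Eu(K)-anti-GST donor, streptavidin-D2 acceptor, ex 340, em 617/671 nm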
Vif imaging: HIV Vif inhibition; inhibition, % at 7.49 µM; HEK293T cells, Vif self-association by quenched fluorescence, imaging, 24 h; actives 0.35% (n = 340,000); AID 602346; in the data active = inhibition above about 50%, passing the limit was not always enough; inconclusive = no clear call, values can overlap the other calls; inactive = below about 31%; note: some results filed as inactive read as strong as hits
aDG glyco up: alpha-DG glycosylation activation. Pro5-aDG cells, alpha-DG glycosylation AlphaScreen (IIH6); 0% Pro5, 100% B10-LARGE cell signal. activation, % at 10 µM. actives 0.22% (n = 360,000). AID 624168;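 active = activation of at least 8% versus controls, or a plate z-score of at least 8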;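 note: Pro5 are CHO cells carrying HIG-tagged alpha-DG that lacks glycosylation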
HIF-2a inh: HIF-2a inhibition; 786-0 RCC cells HIF-2a reporter, luciferase luminescence, overnight; inhibition, % at 18.8 µM; actives 0.72% (n = 360,000); AID 624352;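 active = inhibition of the luminescence signal of 40% or more relative to plate controls, in a single-dose primary screen at 18.75 µM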
An asterisk follows results filed as active; ? = inconclusive; · = no result given.

cpd	mol	TRPM1 prom inh	CaV13 ICDI inh	Exocytosis inh	PDI turbidity	hiPSC survival	Peg3 promoter
1	Cc1ccc(C)c(OCc2cc(C(=O)N3CCN(c4ccccc4C)CC3C)no2)c1 (configuration not stated)	-18.0	-2.0	-12.3	9.2	-0.1	-66.6
2	Cc1cc(C)c(S(=O)(=O)N2CCN(C)CC2)c(C)c1	11.1	-8.2	0.1	1.2	-1.0	15.1
3	Cc1ccc(Nc2nc(-c3sc(NC(=O)c4ccccc4)nc3C)cs2)cc1	1.3	-11.3	-1.8	0.7	-0.6	-113.0
4	CC(=O)Nc1ccc(S(=O)(=O)N/N=C/c2cccnc2)cc1	9.1	-11.5	-4.0	1.4	-0.1	-87.5
5	C/C(=C\C(=O)c1ccc(F)cc1)NCc1ccc2c(c1)OCO2	-9.9	·	-5.1	5.8	4.0	-17.7
6	Clc1cccc(Cc2c(-c3cccc(Cl)c3)nc3ccc(Cl)cn23)c1	·	-5.6	3.8	·	-3.1	-111.9
7	COc1ccc(C(=O)Oc2cc(N)n(S(=O)(=O)c3ccc(C)cc3)n2)cc1	-11.4	-2.7	13.8	6.9	0.1	6.5
8	CCOC(=O)c1cnc2c(ccc3ccccc32)c1NCCO	-7.2	·	50.6	0.7	6.3	-116.9
9	CN(CC(=O)Nc1ccc(Cl)cc1)CC(=O)Nc1cccc(Br)c1	12.8	-3.1	11.1	8.7	0.4	17.9
10	CCC(=O)Nc1ccc(C(=O)OCc2ccccc2Cl)cc1	-119.2	-8.1	0.1	-5.4	-1.8	-292.2

cpd	NR2E3 ag-1	NR2E3 ag-2	Vif imaging	aDG glyco up	HIF-2a inh
1	-34.4	0.6	-0.6	0.0	-103.4
2	-1.3	0.4	0.8	0.3	-2.4
3	-63.4	0.1	·	0.6	-149.5
4	-20.9	3.1	8.3	-0.3	11.6
5	-33.9	0.4	-46.1	0.0	-41.4
6	-4.3	·	·	0.1	-187.3
7	-12.2	-0.7	9.9	0.0	12.6
8	-41.3	1.4	-9.1	0.4	-154.4
9	1.2	1.5	1.3	0.1	-2.4
10	-77.2	-0.1	4.8	0.2	-309.5

For convenience, some entries already given.
cpd	mol	TRPM1 prom inh	CaV13 ICDI inh	Exocytosis inh	PDI turbidity	hiPSC survival	Peg3 promoter
1	Cc1ccc(C)c(OCc2cc(C(=O)N3CCN(c4ccccc4C)CC3C)no2)c1 (configuration not stated)	-18.0	-2.0	-12.3	9.2	-0.1	-66.6
2	Cc1cc(C)c(S(=O)(=O)N2CCN(C)CC2)c(C)c1	11.1	-8.2	0.1	1.2	-1.0	15.1
3	Cc1ccc(Nc2nc(-c3sc(NC(=O)c4ccccc4)nc3C)cs2)cc1	1.3	-11.3	-1.8	0.7	-0.6	-113.0
4	CC(=O)Nc1ccc(S(=O)(=O)N/N=C/c2cccnc2)cc1	9.1	-11.5	-4.0	1.4	-0.1	-87.5

cpd	NR2E3 ag-1	NR2E3 ag-2	Vif imaging	aDG glyco up	HIF-2a inh
1	-34.4	0.6	-0.6	0.0	-103.4
2	-1.3	0.4	0.8	0.3	-2.4
3	-63.4	0.1	·	0.6	-149.5
4	-20.9	3.1	8.3	-0.3	11.6

The listing picks up, starting 2 compounds before the break.
cpd	mol	TRPM1 prom inh	CaV13 ICDI inh	Exocytosis inh	PDI turbidity	hiPSC survival	Peg3 promoter
9	CN(CC(=O)Nc1ccc(Cl)cc1)CC(=O)Nc1cccc(Br)c1	12.8	-3.1	11.1	8.7	0.4	17.9
10	CCC(=O)Nc1ccc(C(=O)OCc2ccccc2Cl)cc1	-119.2	-8.1	0.1	-5.4	-1.8	-292.2
11	CCc1cc(C(=O)OC)c(NC(=O)CSc2nccn2C)s1	5.1	·	0.2	3.2	-0.2	9.5
12	CC1CCCN(C(=O)COC(=O)COc2ccc(C#N)cc2)C1 (configuration not stated)	2.1	-5.8	-1.2	-3.2	-0.5	0.6
13	CCc1ccccc1NC(=O)CN(C)C(=O)Cn1cnc2ccc(Cl)cc2c1=O	-2.6	-2.5	1.8	10.5	1.4	10.2
14	Cc1ccc(S(=O)(=O)N(C)CC(=O)N(CC(C)C)C2CCS(=O)(=O)C2)cc1 (configuration not stated)	-8.5	-4.2	-4.6	-1.6	-0.6	0.5
15	CC(C)(C)n1nc2c(c1NC(=O)c1ccc(C(F)(F)F)cc1)CS(=O)(=O)C2	-3.9	-7.3	-2.5	2.5	-0.1	16.6
16	c1ccc(CCc2cc3ccccc3[nH]2)cc1	-51.6	-3.4	-2.0	3.1	-2.4	-215.0
17	Cc1ccc([N+](=O)[O-])cc1NC(=O)c1ccc2c(c1)OCO2	1.8	2.2	-0.9	-14.2	-1.4	-1.6
18	COC(=O)c1ccc(CNC(=O)c2ccc(NS(=O)(=O)c3ccc4[nH]c(=O)[nH]c4c3)cc2)cc1	-5.4	-6.2	15.4	-2.3	-0.2	4.7
19	Nc1ccc(C(=O)N/N=C/c2cccc(Oc3ccccc3)c2)cc1	-27.5	·	-0.3	-10.6	-0.1	-39.3
20	Cc1ccc(NC(=O)CS(=O)CC(=O)N(CC(=O)NC2CCCC2)c2cccc(C)c2C)cc1 (configuration not stated)	-3.6	-4.5	2.4	1.7	-1.3	3.2

cpd	NR2E3 ag-1	NR2E3 ag-2	Vif imaging	aDG glyco up	HIF-2a inh
9	1.2	1.5	1.3	0.1	-2.4
10	-77.2	-0.1	4.8	0.2	-309.5
11	5.0	3.4	-14.9	0.1	7.9
12	-1.9	·	0.4	0.1	12.0
13	28.0	-1.7	-1.0	0.0	3.7
14	15.8	4.3	1.2	0.4	6.1
15	-1.6	2.8	?	-0.1	19.9
16	-86.9	-2.1	-4.5	-0.4	-73.7
17	-23.4	-0.7	0.6	0.1	-37.3
18	7.8	-2.8	16.5	-0.2	-1.8
19	6.8	·	-2.2	-0.1	-37.7
20	11.5	0.8	13.8	0.3	-9.1

Next structures.
cpd	mol	TRPM1 prom inh	CaV13 ICDI inh	Exocytosis inh	PDI turbidity	hiPSC survival	Peg3 promoter
21	CCOC(=O)N1CCN(C(=O)c2ccc(OCC)c(OCC)c2)CC1	-10.0	-0.9	0.9	0.0	2.1	11.5
22	O=S1(=O)CCN(Cc2ccc(Cl)c(Cl)c2)CC1	3.5	-0.1	6.9	5.9	-1.3	16.4
23	Cc1ccc(S(=O)(=O)Nc2ccc(S(=O)(=O)NCC3CCCO3)cc2)cc1 (configuration not stated)	-8.2	-2.0	-4.4	-10.9	0.2	9.5
24	COc1ccc(C(=O)N2CCN(S(=O)(=O)c3ccc4c(c3)OCCO4)CC2)cc1	·	-6.6	4.4	3.1	0.9	0.3
25	Cc1cccc(C)c1OCC(=O)NNC(=O)c1ccoc1C	-2.0	·	-1.3	-0.5	-1.6	19.8
26	O=C1C2C3C=CC(C3=C3CCCCC3)C2C(=O)N1Cc1ccccc1 (configuration not stated)	-8.6	-4.9	-1.1	-4.4	-2.4	13.2
27	CC(O)(c1ccccc1)c1nc(-c2cc3ccccc3o2)cs1 (configuration not stated)	·	-4.3	-7.0	-10.7	-1.3	-329.0
28	CCOC(=O)C(/C=C(\C#N)C(=O)OCC)=C(/N)N1CCN(c2ccc(Cl)cc2)CC1	14.5	·	9.9	-6.7	-2.3	21.1
29	Cc1ccc(CC(NC(=O)c2ccccc2)C(=O)NC(Cc2ccccc2)C(=O)O)cc1 (configuration not stated)	16.4	1.5	-0.2	7.3	3.5	2.8
30	COc1ccc([C@H]2CC(=O)C=C(c3ccc(C)c4ccccc34)C2)cc1	9.3	-12.4	29.8	0.9	-0.5	6.4

cpd	NR2E3 ag-1	NR2E3 ag-2	Vif imaging	aDG glyco up	HIF-2a inh
21	9.8	0.5	·	0.1	9.0
22	3.8	0.1	-0.1	0.0	7.1
23	-12.2	-1.3	29.7	-0.1	9.0
24	-16.1	·	11.3	0.1	7.4
25	-0.1	0.5	5.2	-0.1	7.6
26	6.0	5.7	-4.7	0.1	10.5
27	3.6	·	-17.8	0.0	-239.9
28	12.9	0.3	46.6	-0.1	12.7
29	-4.4	2.1	-7.0	-0.4	17.8
30	-3.3	4.3	10.1	-0.3	-0.7

Later entries
cpd	mol	TRPM1 prom inh	CaV13 ICDI inh	Exocytosis inh	PDI turbidity	hiPSC survival	Peg3 promoter
31	COc1ccc(CN2CC[C@@H](N3CCOCC3)[C@H](O)C2)cc1F	1.8	-4.9	-0.8	0.1	-0.6	10.2
32	COc1ccc(-c2coc3cc4oc(=O)c(CC(=O)O)c(C)c4cc23)cc1	-1.1	-3.2	6.5	-5.0	-0.6	12.5
33	COc1cc(/C=C2/SC(=S)N(Cc3ccccc3)C2=O)ccc1O	-11.4	-2.2	-3.8	-8.5	-0.2	-82.7
34	O=C(NCCc1nc(-c2ccccc2)cs1)c1ccc(Br)cc1	11.1	-7.8	-1.2	-10.6	2.4	-26.8
35	Cc1ccsc1C(=O)Nc1nnc(-c2ccco2)o1	-7.3	-5.2	0.0	-13.5	1.2	-13.8
36	O=C(NC1CCCCC1)C(c1ccccc1)N(Cc1cccnc1)C(=O)c1csnn1 (configuration not stated)	5.4	-1.7	-0.1	3.0	-0.5	5.4
37	COc1ccc2[nH]c(=O)c(CN(C(=O)NC3CCCCC3)C3CCCCC3)cc2c1	6.7	-6.1	-2.0	5.1	-2.0	5.5
38	CC(=O)Nc1ccc(NC(=O)c2ccc(NS(=O)(=O)c3cccc4cccnc34)cc2)cc1	-2.3	-17.9	-10.2	-7.2	-0.3	14.8
39	COc1ccc([N+](=O)[O-])cc1NC(=O)c1ccc(C)o1	14.1	-7.8	-1.5	-1.2	0.1	-2.6
40	Cc1ccc(NC(=O)Nc2nnc(-c3ccccc3F)s2)cc1	-53.4	-12.8	-4.5	-9.3	-0.2	-130.0

cpd	NR2E3 ag-1	NR2E3 ag-2	Vif imaging	aDG glyco up	HIF-2a inh
31	-10.5	2.5	0.2	-0.1	8.8
32	-16.1	·	-9.0	-0.2	15.7
33	2.4	0.8	7.6	0.0	-178.2
34	11.1	-1.4	-15.1	0.4	-22.9
35	18.3	-1.3	2.0	0.3	-23.9
36	-27.9	7.8	-8.3	0.0	6.4
37	-16.2	0.8	-2.0	0.3	30.6
38	-22.0	0.2	8.7	0.0	9.8
39	0.1	-0.9	6.1	0.2	2.2
40	-28.4	6.4	-19.8	0.0	-71.2

Screening results: PubChem, several laboratories
